# Screens from PubChem.
# PAFAH2 FP inh = PAFAH2 (human) inhibition; Q99487; recombinant PAFAH2, FP-rhodamine activity probe, fluorescence polarization; inhibition, % at 3.39 µM; hit rate 0.99% among 340,000; AID 492956;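 active means inhibition above the mean over all tested compounds plus 3 SD, cut at about 30% in these data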;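 further: inhibitors block probe labeling of enzyme so polarization drops; 0% = enzyme with DMSO and 100% = wells lacking PAFAH2 protein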
# GSTO1 counter = counter-screen for RBBP9 inhibitors: inhibitors of human GSTO1; P78417; recombinant GSTO1, activity-based probe fluorescence polarization; inhibition, % at 5.96 µM; hit rate 1.1% among 300,000; AID 1974;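 active means inhibition above the campaign mean inhibition plus 3 SD, cut at about 35% in these data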;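 further: 0% = GSTO1-1 with DMSO and 100% = wells lacking GSTO1-1 enzyme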
# pPAFAH FP inh = pPAFAH (human) enzyme inhibition | Q13093 | hit rate 1.5% among 330,000 | recombinant pPAFAH, FP-rhodamine probe fluorescence polarization | AID 463082 | inhibition, % at 3.39 µM;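 active means inhibition above the mean inhibition across the screen plus 3 SD, cut at about 25% in these data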;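 further: inhibitors block binding of the rhodamine activity-based probe so polarization drops; 0% = enzyme with DMSO and 100% = wells lacking pPAFAH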
# PREPL inh = human PREPL enzyme inhibition; recombinant PREPL, fluorescence polarization activity-based probe; AID 2751; hit rate 0.68% among 320,000; Q4J6C6; inhibition, % at 5.96 µM; in the data active means inhibition above about 43%;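 further: 0% = enzyme with DMSO and 100% = wells lacking enzyme; many of its hits are not listed in these tables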
# Target sequence (Q4J6C6 whole entry, looked up): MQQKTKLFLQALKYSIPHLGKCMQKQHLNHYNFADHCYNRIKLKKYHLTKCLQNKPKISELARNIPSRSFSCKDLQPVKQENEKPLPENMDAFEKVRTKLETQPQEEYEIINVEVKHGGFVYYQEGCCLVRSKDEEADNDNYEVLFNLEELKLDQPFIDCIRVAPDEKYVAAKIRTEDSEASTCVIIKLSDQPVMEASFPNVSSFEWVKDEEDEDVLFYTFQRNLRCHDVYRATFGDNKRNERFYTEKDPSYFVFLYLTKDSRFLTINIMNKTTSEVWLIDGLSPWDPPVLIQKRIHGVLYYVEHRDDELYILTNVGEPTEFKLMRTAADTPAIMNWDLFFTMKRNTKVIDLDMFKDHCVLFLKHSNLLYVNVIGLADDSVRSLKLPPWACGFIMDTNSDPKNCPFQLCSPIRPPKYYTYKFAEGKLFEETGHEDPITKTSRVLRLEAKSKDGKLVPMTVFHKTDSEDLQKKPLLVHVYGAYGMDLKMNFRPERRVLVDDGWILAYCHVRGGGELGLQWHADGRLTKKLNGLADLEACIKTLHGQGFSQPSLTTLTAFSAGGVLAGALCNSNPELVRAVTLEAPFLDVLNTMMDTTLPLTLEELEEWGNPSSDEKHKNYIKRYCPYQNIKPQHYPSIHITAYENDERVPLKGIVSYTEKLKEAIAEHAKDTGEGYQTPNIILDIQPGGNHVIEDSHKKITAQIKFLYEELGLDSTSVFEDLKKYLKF
# LYPLA1 inh = counter-screen for PME1 inhibitors: inhibitors of human LYPLA1; inhibition, % at 5.9 µM; hit rate 0.16% among 320,000; recombinant LYPLA1, FP-Rh probe fluorescence polarization;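 active means inhibition above the mean of all tested compounds plus 3 SD, set per campaign, cut at about 14% in these data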;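 further: inhibitors block serine hydrolase probe labeling of LYPLA1 so polarization falls; 0% = enzyme with DMSO and 100% = wells lacking LYPLA1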
# PAFAH1B3 FP inh = PAFAH1B3 (human) inhibition. recombinant PAFAH1B3, FP-rhodamine probe, fluorescence polarization. AID 492972. hit rate 0.28% among 340,000. inhibition, % at 3.39 µM. Q15102;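 active means inhibition above the screen-wide average of all tested compounds plus 3 SD, cut at about 25% in these data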;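 further: 0% = enzyme with DMSO only and 100% = wells lacking PAFAH1B3 protein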
# PAD4 FP inh = blocks human protein arginine deiminase 4; inhibition, % at 6.36 µM; recombinant PAD4, RCA probe fluorescence polarization; AID 485272; hit rate 0.41% among 330,000;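 active means percent inhibition above a cutoff equal to the mean of all tested compounds plus 3 SD, cut at about 15% in these data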;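 further: 0% = PAD4 with RCA probe and DMSO and 100% = probe without PAD4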
# LYPLA2 inh = LYPLA2 (human) inhibition in PME1 counter-screen; O95372; recombinant LYPLA2, FP-Rh probe fluorescence polarization; inhibition, % at 5.9 µM; hit rate 0.38% among 320,000; AID 2177;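 active means inhibition above the screen-wide mean plus 3 SD, limit set per campaign, cut at about 26% in these data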;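 further: 0% = LYPLA2 with DMSO and 100% = wells lacking LYPLA2 enzyme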
# PAFAH1B2 FP inh = blocks human PAF acetylhydrolase 1b catalytic subunit 2; P68402; recombinant PAFAH1B2, FP-rhodamine activity probe, fluorescence polarization; inhibition, % at 3.39 µM; hit rate 1.2% among 340,000;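 active means inhibition above the mean of all tested compounds plus 3 SD, cut at about 24% in these data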;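 further: 0% = enzyme with DMSO and 100% = wells lacking PAFAH1B2; many of its hits are not listed in these tables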
# Target sequence (P68402 whole entry, looked up): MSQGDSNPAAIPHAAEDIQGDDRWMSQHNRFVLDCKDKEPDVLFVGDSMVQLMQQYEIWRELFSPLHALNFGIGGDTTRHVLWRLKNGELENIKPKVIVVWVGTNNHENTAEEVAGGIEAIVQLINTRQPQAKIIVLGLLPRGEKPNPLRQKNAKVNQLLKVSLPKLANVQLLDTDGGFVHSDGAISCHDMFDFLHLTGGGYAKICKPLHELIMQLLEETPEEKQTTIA
# Active calls of the source: *; . = not tested or not shown.
SMILES	PAFAH2 FP inh	GSTO1 counter	pPAFAH FP inh	PREPL inh	LYPLA1 inh	PAFAH1B3 FP inh	PAD4 FP inh	LYPLA2 inh	PAFAH1B2 FP inh
Cc1cccc(C)c1OCC(=O)NCc1nnc(SCC(=O)NC2CCCCC2)n1C	-1.9	5.4	0.5	-1.5	-1.9	3.9	2.4	3.4	7.2
Cc1ccc(CSc2ncnc3c2cnn3-c2ccc(C)cc2)cc1	0.2	1.3	0.7	8.1	0.8	-10.9	-0.4	-0.4	-1.3
CCCCn1c(N)c(N(CC(C)C)C(=O)COC(=O)Cc2c(C)nc3ccccc3c2C)c(=O)[nH]c1=O	-4.5	0.2	4.2	2.2	5.3	2.7	1.5	4.3	-0.6
COc1cc(CC(=O)OCC(=O)Nc2ncc(Cl)cc2Cl)cc(OC)c1OC	5.4	11.7	7.0	-3.5	-1.9	9.9	3.0	4.5	7.4
Cc1ccc(NC(=O)c2ccc3c(SCC(=O)O)c4c(nc3c2)CCCC4)c(Br)c1	-6.9	-11.5	4.6	5.9	2.1	-13.5	-1.3	0.2	-9.3
O=C(Cc1n[nH]c(=O)c2ccccc12)Nc1cccc(S(=O)(=O)N2CCCCCC2)c1	8.9	.	-0.7	7.7	-0.7	3.8	-11.4	4.6	2.4
CSc1cccc(NC(N)=O)c1	.	-7.6	1.2	13.2	-2.5	.	0.7	-7.1	.
O=C(Nc1ccc(Cl)cn1)C1COc2ccccc2O1 (centres undefined)	-1.2	8.0	-7.7	-2.6	2.1	10.0	-3.0	8.8	0.4
COc1cccc(-c2nnc(NC(=O)c3ccc(Cl)s3)o2)c1	10.4	-37.0	6.1	2.1	3.9	-0.6	5.8	3.8	5.3
O=C(COC(=O)c1cc(Br)ccc1O)NCC1CCCO1 (centres undefined)	-0.5	9.6	-7.7	0.0	-0.7	5.1	-4.0	-1.5	-2.3
O=C(Nc1ccc(Cc2ccncc2)cc1)c1ccc(S(=O)(=O)N2CCOCC2)cc1	6.8	1.4	1.0	10.2	-0.8	-0.9	-0.6	5.5	5.1
CC(=O)Nc1cc(C(=O)OCc2cccc([N+](=O)[O-])c2)ccc1C	14.5	-0.1	0.5	-6.2	-8.0	12.5	0.1	-7.8	6.7
O=C(NCC(=O)N1CCN(S(=O)(=O)c2ccccc2)CC1)c1ccc2ccccc2c1	-2.1	7.6	2.9	15.1	0.8	6.1	-4.1	6.6	1.8
CCN(CC)C(=O)OCCc1cc2ccccc2c(=O)o1	5.5	.	5.1	5.1	-0.3	9.6	-4.4	-1.6	1.8
CCOc1ccc(S(=O)(=O)N2CCCCC2)cc1NC(=O)CN1C(=O)NC(C)(c2ccc(C)cc2)C1=O (centres undefined)	6.3	-11.1	27.2*	-50.4	-6.3	1.9	-8.0	-2.8	0.6
CCC(C)NC(=O)c1ccccc1NC(=O)c1ccc(CSc2ccc(C)cc2)cc1 (centres undefined)	-1.1	-5.3	-2.4	7.4	-7.8	-2.9	3.1	-11.0	13.2
Cc1c(O)c(C)c2c(c1O)C(=O)C[C@@H](c1ccccc1)O2	2.6	.	6.0	-1.2	3.3	2.7	-0.8	12.9	6.9
CN(CC(=O)NC1CCCCCC1)S(=O)(=O)c1ccc(Br)cc1	4.0	-5.0	-6.1	10.4	0.4	4.8	-3.1	-0.7	4.7
COc1ccc(-c2ocnc2C(=O)Nc2ccc3c(c2)CCC3)cc1	-7.0	8.1	5.0	0.7	-0.2	5.8	-1.2	-6.7	1.0
CCNc1nc(NCC)nc(SCCOC(=O)Nc2ccccc2)n1	3.8	0.3	-8.1	4.3	-5.0	9.1	0.1	-1.8	-1.8
CC(C)(C)c1ccc(C(=O)NNC(=O)CCC(=O)Nc2ccccc2)cc1	0.4	2.7	3.7	-8.8	0.6	11.2	2.2	-2.2	7.6
COc1ccc(/C=C\C(=O)O[C@@H]2C(O)C(O[C@@H]3OC(C)[C@H](O[C@@H]4OCC(O[C@H]5O[C@H](CO)[C@@H](O)C(O)C5O)C(O)C4O)C(O)C3O)[C@H](OC(=O)[C@]34CCC(C)(C)C[C@@H]3C3=CCC5[C@@]6(C)CC(O)C(O[C@@H]7OC(CO)C(O)[C@H](O)[C@H]7O)[C@@](C)(C(=O)O)C6CC[C@@]5(C)[C@]3(CO)CC4)O[C@H]2C)cc1 (some centres undefined)	7.0	.	-1.0	14.2	.	-0.7	-7.1	.	1.7
O=C(c1cc(-c2ccccc2Cl)on1)N1CCN(C(=O)c2ccco2)CC1	43.1*	-6.0	8.8	0.8	-1.1	2.4	-3.9	1.5	4.8
CCCCC(CC)C(=O)Oc1ccc(O)c(C(C)(C)C)c1 (centres undefined)	-5.8	-0.9	3.0	4.6	-2.6	12.7	6.2	-2.8	9.6
CCOC(=O)Oc1ccc2oc(=O)cc(C)c2c1	2.1	1.9	-4.5	1.9	-1.6	10.7	-4.1	3.0	2.4
O=C(Cc1ccc(-n2cccc2)cc1)N1CCc2ccccc21	2.2	-0.5	4.8	8.1	1.7	1.1	-3.8	2.7	-1.8
Cc1cc([N+](=O)[O-])ccc1NC(=O)CN1C2CCC1CC(NC(=O)NC13CC4CC(CC(C4)C1)C3)C2 (centres undefined)	1.2	0.1	-1.2	-6.7	-4.5	1.9	2.1	21.8	0.4
COc1ccc2c(c1OC)C(=O)OC2Nn1cncn1 (centres undefined)	12.0	-0.5	3.4	8.0	1.8	5.1	0.8	7.0	-1.0
Cc1ccccc1C(=O)N1CCC(C(=O)Nc2ccc3c(c2)OCO3)CC1	-1.2	1.5	1.8	0.7	-2.4	12.1	-1.1	-3.9	-2.7
O=C1CN(c2ccccc2)C(=S)N1C(=O)c1ccccc1	-1.3	-6.2	9.5	-0.1	-2.1	-4.7	-6.2	-1.1	-1.6
CN(C)N1C(N)=C(C#N)C(c2cccc3ccccc23)C2=C1CC(c1ccccc1)CC2=O (centres undefined)	4.9	-3.0	10.9	8.0	-5.2	-0.3	-1.7	-0.4	0.2
Oc1ccccc1Oc1ncc(Br)c(Cl)n1	-2.0	48.8*	-6.8	19.4	-4.8	2.1	-0.6	-3.6	3.1
COc1ccc(CNc2nc(-c3cccnc3)nn2C(=O)CC(C)C)cc1	-0.6	-0.8	4.1	19.8	-3.5	-1.7	-0.6	-0.3	3.7
CCN(CC(=O)Nc1ccc(OC)cc1)C(=O)Cc1ccc(OC)c(S(=O)(=O)N2CCOCC2)c1	5.1	.	0.3	6.4	-0.4	5.9	-4.0	1.8	-0.2
COC(=O)N1C(=O)[C@](c2ccsc2)(C(C)C)N1C(=O)OC	-7.3	-3.2	-1.9	3.6	0.0	7.2	-1.3	-4.8	4.1
O=C(O)COn1c(-c2ccc(Cl)cc2)nc2ccc(Cl)cc21	-6.4	-9.6	-4.3	6.0	-6.1	0.6	-0.7	-2.2	3.9
O=C(c1cccc(C(F)(F)F)c1)C1CCCN(Cc2cccn2-c2ccccn2)C1 (centres undefined)	3.2	0.1	2.7	3.6	5.1	4.1	-6.4	8.3	2.4
O=C(CCCc1ccccc1)NCc1cn2ccsc2n1	-6.3	2.7	5.7	-7.0	-0.1	6.4	-0.7	2.2	2.0
CCOC(=O)c1c(C)[nH]c(C(=O)OCC(=O)N(C)CC(=O)Nc2ccccc2Cl)c1C	0.5	5.2	2.5	14.0	2.3	-1.5	2.4	6.0	4.7
Cc1ccc(C(=O)N2CCCCC2)cc1S(=O)(=O)N1CCOCC1	-3.7	2.0	-6.2	10.6	3.2	7.5	-4.0	3.7	5.6
CCN1CCN(CC(=O)c2cc(OC)c(OC)c(OC)c2)CC1	2.4	1.5	-0.9	-2.3	1.4	18.5	-4.8	6.0	3.7
Cc1ccc(C2=NCCn3nc4cc([N+](=O)[O-])ccc4c32)cc1	4.0	10.6	4.6	8.7	-1.3	7.8	-6.8	-3.7	-3.7
CCOc1nc(NCCO)nc(NCCC2=CCCCC2)n1	1.2	16.0	7.1	14.7	1.2	2.5	4.9	5.7	4.0
CCCNc1nc(OCC(F)(F)F)nc(OCC(F)(F)F)n1	1.1	6.5	0.6	16.7	-0.2	3.8	-3.0	2.0	-0.8
Nc1ccc2c(c1)C(=O)Cc1ccccc1S2	15.1	1.1	11.8	1.8	2.2	11.4	0.7	5.8	1.9
COc1ccc(Cl)cc1-c1nc(SCC(=O)NCCN2C(=O)CSC2=O)n[nH]1	6.2	2.3	0.2	6.1	-2.4	0.6	1.3	4.9	-2.4
COc1ccc(CNC(=O)c2coc(=O)c3ccccc23)c(OC)c1	-0.6	5.5	-8.1	13.1	0.3	-3.1	2.9	-1.0	1.9
Cc1csc(NC(=O)CSc2nnc(C)n2Cc2ccco2)n1	3.9	2.6	4.0	1.9	0.2	-3.7	0.6	2.0	1.0
CCCNc1ncccc1C(N)=O	-5.0	0.5	6.3	-5.4	-0.2	-0.2	-0.9	4.4	-0.4
O=C(Nc1ccccc1)C1=C[C@@H](c2coc3ccccc3c2=O)C[C@@H](OCc2ccc(CO)cc2)O1	4.5	-4.0	0.3	48.6*	-2.4	-3.0	-4.8	-5.7	11.2

# The results go on:
SMILES	PAFAH2 FP inh	GSTO1 counter	pPAFAH FP inh	PREPL inh	LYPLA1 inh	PAFAH1B3 FP inh	PAD4 FP inh	LYPLA2 inh	PAFAH1B2 FP inh
COc1cccc(/C=N/Nc2ccccc2C(=O)O)c1O	4.0	-0.7	22.4	-2.3	-2.7	3.1	0.4	-8.8	3.7
COc1ccc(C(=O)NCC(=O)OCC(=O)NC23CC4CC(CC(C4)C2)C3)cc1	58.0*	.	4.8	13.4	.	3.0	-1.8	.	6.6
CCC(=O)c1cn(/C(=C\C(=O)OC(C)(C)C)CCC(OC)OC)cc1CC	0.0	-0.6	-3.0	4.5	-1.8	1.9	2.6	-6.9	2.1
CCCNC(=O)Nc1nc(CC(=O)OCC)cs1	-1.7	-1.0	-0.3	15.8	-6.1	0.8	2.0	-3.5	-0.1
Cc1ccc(-c2nc(C=Nc3ccccc3)c(O)o2)cc1	21.4	-0.3	10.6	12.2	2.1	7.0	-0.3	7.6	4.0
CCOC(=O)/C(=N\Nc1ccccc1Cl)N1CC(C)OC(C)C1 (centres undefined)	-0.6	1.0	0.5	16.4	1.2	6.1	-6.8	5.3	3.9
COc1ccccc1NS(=O)(=O)c1cc(NC(=O)c2ccco2)ccc1N1CCOCC1	-0.4	-6.5	2.7	17.1	-2.8	5.3	-6.7	-3.5	5.0
Cc1ccc(C(=O)N/C(=C/c2ccco2)C(=O)N2CCC(C)CC2)cc1	9.6	6.0	9.2	7.0	-4.1	6.2	-2.1	2.3	0.2
CCCCCCC(=O)N(O)C1CC(=O)N(c2ccc(Cl)cc2)C1=O (centres undefined)	1.3	-6.6	8.8	21.1	-1.1	2.6	-2.9	-9.3	12.6
CN(CC(=O)Nc1ccc(F)cc1)C(=O)Cc1ccsc1	-4.9	.	0.9	3.0	2.2	-3.2	-2.0	-0.6	-2.6
COc1ccc(S(=O)(=O)c2c(O)c3ccc(C(=O)Nc4ccc(F)cc4)cc3[nH]c2=O)cc1	-3.3	-10.7	-8.9	1.7	-8.1	-3.3	-1.7	-4.6	1.0
CNc1nnc(-c2cc3cc(Cl)ccc3oc2=O)s1	10.6	6.0	9.8	7.2	-1.2	0.4	-3.4	-2.7	1.5

# A portion of the library (hit frequency here may not be typical).
